# High-throughput results deposited in PubChem BioAssay by several laboratories.
# Cl transport mod: modulates chloride dependent transport by human KCC2 | 190,000 compounds, 2.2% hits | Q9H2X9 | B-score of Tl+ flux slope (higher = more flux/activation; lower = inhibition) at 10 µM | AID 1456 | KCC2 cells, thallium flux FluoZin-2 fluorescence;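 active = thallium flux slope and its plate-corrected score both differing from the plate sample mean at a set confidence after two filtering rounds, in either direction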;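 note: slope of fluorescence scaled to starting intensity during 10 to 20 s after thallium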
# Target sequence (Q9H2X9 whole entry, looked up): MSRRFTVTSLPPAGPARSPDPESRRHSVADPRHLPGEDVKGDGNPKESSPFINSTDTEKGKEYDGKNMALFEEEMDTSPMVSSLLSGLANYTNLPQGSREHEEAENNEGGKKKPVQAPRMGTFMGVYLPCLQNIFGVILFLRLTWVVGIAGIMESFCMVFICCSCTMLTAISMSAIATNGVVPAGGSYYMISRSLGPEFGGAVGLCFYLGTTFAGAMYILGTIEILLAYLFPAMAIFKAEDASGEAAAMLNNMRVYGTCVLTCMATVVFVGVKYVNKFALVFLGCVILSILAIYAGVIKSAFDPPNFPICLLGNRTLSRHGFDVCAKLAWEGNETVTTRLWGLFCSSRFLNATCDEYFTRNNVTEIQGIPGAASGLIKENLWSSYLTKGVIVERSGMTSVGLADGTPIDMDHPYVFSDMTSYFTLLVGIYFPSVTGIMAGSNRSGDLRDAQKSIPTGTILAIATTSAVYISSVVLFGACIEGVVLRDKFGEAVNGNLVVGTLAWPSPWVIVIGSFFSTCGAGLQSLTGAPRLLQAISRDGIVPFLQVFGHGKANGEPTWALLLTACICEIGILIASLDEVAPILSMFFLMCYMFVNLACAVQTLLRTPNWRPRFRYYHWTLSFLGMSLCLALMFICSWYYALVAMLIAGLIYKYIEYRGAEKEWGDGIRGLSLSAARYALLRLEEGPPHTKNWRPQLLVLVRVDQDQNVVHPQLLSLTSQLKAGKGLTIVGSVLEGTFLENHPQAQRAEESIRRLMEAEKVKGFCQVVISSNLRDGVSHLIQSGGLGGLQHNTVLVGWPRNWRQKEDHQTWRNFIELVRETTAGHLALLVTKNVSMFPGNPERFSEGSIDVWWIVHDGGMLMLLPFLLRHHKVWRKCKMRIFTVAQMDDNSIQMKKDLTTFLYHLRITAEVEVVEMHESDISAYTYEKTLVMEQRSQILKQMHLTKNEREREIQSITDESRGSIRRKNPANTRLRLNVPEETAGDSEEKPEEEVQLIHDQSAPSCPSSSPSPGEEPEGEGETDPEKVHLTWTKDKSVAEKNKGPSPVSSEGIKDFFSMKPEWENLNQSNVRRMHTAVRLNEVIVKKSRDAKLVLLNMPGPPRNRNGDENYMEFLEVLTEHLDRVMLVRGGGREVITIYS
# Rad51 HR inh: Rad51 (human) homologous recombination inhibition; Q06609; hRad51 DNA strand exchange, fluorescence dequenching; inhibition, % at 10 µM; 200,000 compounds, 0.085% hits; AID 1385;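 active = inhibition above 40% at the single screening dose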;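 note: 0% = DMSO control wells and 100% = blanks with heterologous ssDNA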
#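 Test system: preformed human Rad51 ssDNA filaments. Compound dosing: single dose, 10 µM final compound. Incubation: filaments 15 min 37 °C, then compound 30 min. Technique: FRET fluorescence dequenching, excitation 485 nm, emission 520 nm. Read-out basis: percent inhibition from fluorescence, normalised to plate control and blank means. Benchmarks: plate controls and plate blanks.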
# Hck Nef HTS: inhibitors of human Hck kinase activated by Nef; P08631; Recombinant Hck-YEEI plus Nef, Z-Lyte FRET kinase assay; inhibition, % at 20 µM; 220,000 compounds, 0.68% hits; AID 463187;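 active = Hck-Nef kinase inhibition above about 50%, limit read from the data; inactive = inhibition below that limit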;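 note: 0% = DMSO with Hck plus Nef and 100% = Hck alone without Nef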
# thrombin 1536: inhibitors of human thrombin; P00734; alpha-thrombin, Boc-VPR-AMC fluorogenic substrate cleavage; inhibition, % at 5 µM; 220,000 compounds, 0.26% hits;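 active = inhibition at or above 40%; inactive = inhibition below 40%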;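 note: 0% = enzyme with no compound and 100% = wells without enzyme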
#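 Assay system: human alpha-thrombin enzyme. Reagent: Boc-VPR-AMC substrate, 15 µM final. Compound dosing: one concentration per compound, 5 µM, with 0.2% DMSO. Incubation: room-temperature reaction. Technique: AMC fluorescence, 355/460 nm. Measure: % inhibition relative to enzyme controls and enzyme-free blanks.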
# L929 necroptosis: L929 zVAD cell death inhibition | viability rescue, % at 10 µM | 220,000 compounds, 0.38% hits | AID 1377 | L929 zVAD necroptosis rescue, ATP luminescence, 24 h; with zVAD 60 µM;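 active = activation, scaled between plate controls, above about 75%, limit read from the data; inactive = activation under that limit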;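 note: 0% = zVAD with DMSO and 100% = DMSO alone without zVAD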
# TNF death inh: blocks TNF-alpha induced death of Jurkat FADD-/- cells. Jurkat FADD-/- TNF necroptosis rescue, ATP luminescence, 24 h; 0 = TNF only, 100 = no-TNF cells. activation (protection from cell death), % at 10 µM. 220,000 compounds, 0.068% hits. AID 463075;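 active = activation, meaning protection from cell death, of at least 50% relative to plate controls; inactive = activation below 50%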;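 note: necroptosis triggered by 40 ng/mL TNF-alpha added together with compound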
# hK5 inh: blocks human kallikrein 5 protease activity. AID 873. inhibition, % at 5 µM. recombinant hK5, fluorogenic AMC substrate cleavage. 210,000 compounds, 0.59% hits;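 active = inhibition of 40% or more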;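 note: 0% = enzyme controls without compound and 100% = no-enzyme blanks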
# FXIa inh 1536: factor XIa (human) inhibition; purified FXIa, Boc-Glu-Ala-Arg-AMC fluorogenic substrate; inhibition, % at 5 µM; 220,000 compounds, 0.14% hits;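 active = inhibition of at least 40%; inactive = inhibition below 40%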;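 note: fluorescence of freed AMC excited at 355 nm; 0% = enzyme without compound and 100% = no enzyme blank; many of its hits are not listed in these tables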
# FXIIa inh 1536: inhibitors of human coagulation factor XIIa | purified FXIIa, Boc-QGR-AMC fluorogenic substrate, 2 h | 220,000 compounds, 0.3% hits | inhibition, % at 5 µM | P00748; in the data active = inhibition above about 40%;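 note: 0% = enzyme with no compound and 100% = blank without enzyme; many of its hits are not listed in these tables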
# * = called active by the depositor; nt = not tested or not shown. A portion of the library; the hit share may differ from the screen's.
SMILES,Cl transport mod,Rad51 HR inh,Hck Nef HTS,thrombin 1536,L929 necroptosis,TNF death inh,hK5 inh,FXIa inh 1536,FXIIa inh 1536
Cc1cc(C)c2cc(C(c3nnnn3C3CCCC3)N3CCOCC3)c(=O)[nH]c2c1 (stereo not drawn),0.94,-4,1,10,1.4,-0.2,4,4,8
CCCN(CCC)CCCNC(=S)Nc1ccc2nc(N3CCN(C)CC3)cc(C)c2c1,1.4,20,2,-3,0.3,-3.6,12,0,5
Cc1ccc(C(=O)CSc2nc3ccccc3c(=O)[nH]2)cc1,nt,1,0,4,0.6,4.3,-13,-5,11
COc1cccc(C2c3c(C)nn(-c4ccc([N+](=O)[O-])cc4)c3N=C3C(=O)Nc4ccccc4N32)c1 (stereo not drawn),0.045,-25,15,5,-1.6,-13,9,6,16
COc1ccc(NCCC#N)cc1,-0.3,-2,10,-3,-0.1,-5.0,1,2,7
O=C(c1cnsn1)N1CCN(c2ccccc2)CC1,0.48,-6,13,-3,-0.4,-1.7,-16,2,8
CCO[C@H]1OC(C(N)=O)=C[C@@H](c2csc3ccccc23)[C@@H]1CCCO,0.87,7,-10,3,0.6,0.3,3,-3,6
CNc1cc(CSC)nc(SCc2ccc(Cl)cc2Cl)n1,0.78,-1,2,-3,-0.1,-4.3,1,-13,-4
Cc1cc(C)cc(S(=O)(=O)c2cnc3ccccc3n2)c1,-0.059,14,21,-14,1.6,8.0,-8,-5,4
Nc1c(C(=O)Nc2nc3ccccc3s2)sc2nc(-c3cccs3)ccc12,nt,-352,5,-2,2.5,-4.0,-26,-6,-1
N/C(CCCN1CCCCC1)=N/O,1.3,1,0,2,-0.5,-1.0,-14,0,15
CCCCNC(=O)COC(=O)c1ccc(NC(C)=O)cc1,-0.088,-2,23,nt,3.8,0.7,2,5,8
COc1cccc(NC(=S)N2CCn3c(nc4ccccc43)C2)c1,-2.4,10,27,8,6.8,1.2,0,-2,10
O=c1cc[nH]c2c(Cl)cccc12,-0.4,6,7,-4,0.7,3.3,5,-12,1
Cc1ccc(C(=O)CN2/C(=C(\O)c3ccccc3)C(=O)c3ccccc3S2(=O)=O)c(C)c1,0.7,-4,-4,-5,0.3,-2.8,0,-1,8
CN(CC(=O)NC(=O)NCc1ccccc1)Cc1ccc(Cl)c(Cl)c1,-2,6,3,-6,0.4,2.1,-15,5,12
O=C(CSc1nnc2scc(-c3ccc(F)cc3)n12)NCc1ccco1,nt,-1,1,-2,0.6,0.2,-24,-12,4
O=C(Cc1ccccc1)N/N=C/c1ccc[nH]1,0.66,nt,17,-8,0.0,3.7,-2,-1,4
Cc1cccc2cc(C(c3nnnn3Cc3ccccc3)N3CCCc4ccccc43)c(=O)[nH]c12 (stereo not drawn),0.13,-9,6,1,0.3,0.1,2,4,15
CCOc1ncccc1C(=O)Nc1nnc(C)s1,0.98,15,17,-6,1.5,3.5,-5,-3,6
COc1ccc(S(=O)(=O)NCC2CCCN(Cc3cccnc3)C2)cc1 (stereo not drawn),0.29,-3,12,-1,6.0,0.2,0,-4,5
O=C(Nc1ccc(S(=O)(=O)Nc2nccs2)cc1)c1cc(-c2ccccn2)nc2ccccc12,0.17,-2,51*,1,19,-3.0,2,1,13
CCOC(=O)Nc1nc(-c2ccc(Cl)cc2Cl)cs1,0.68,-19,5,-3,nt,2.3,-10,8,15
O=C(OCCN1CCN(c2ncc(C(F)(F)F)cc2Cl)CC1)c1ccc(Cl)cc1,nt,-5,-1,5,0.5,-2.3,7,-1,5
Cc1ccc(/C=C/C(=O)Nc2cc(S(=O)(=O)N3CCCCCC3)ccc2OCC(F)(F)F)o1,-1.3,-3,-1,-9,0.8,4.5,-8,-3,-1

# The list continues.
SMILES,Cl transport mod,Rad51 HR inh,Hck Nef HTS,thrombin 1536,L929 necroptosis,TNF death inh,hK5 inh,FXIa inh 1536,FXIIa inh 1536
Cc1cccc(Nc2nc(-c3ccc4c(c3)OCCO4)cs2)c1,-0.34,-2,-5,4,-0.1,0.0,-9,6,15
COc1ccc(-c2nnc(-c3ccc(OCC(C)C)cc3)o2)cc1,-5.5*,-11,1,1,0.2,-0.9,-11,0,14
CC1CCN(C(=O)CSc2nc3c(cnn3-c3ccc(Cl)cc3)c(=O)[nH]2)CC1,-0.3,-2,1,-5,0.4,1.2,2,1,11
CCSc1ccccc1C(=O)N1CCCC1,nt,1,1,1,-0.8,-0.6,-28,14,27
COCCn1c(C)cc(C(=O)CSc2nc3ccccc3c(=O)n2Cc2ccco2)c1C,-1.6,1,4,-12,0.5,3.6,-17,-6,-5
CCOC(=O)C1CCN(S(=O)(=O)c2cccc3nonc23)CC1,0.12,6,-4,-2,4.1,1.0,-1,3,-7
CCOc1ccc(N(Cc2ccc(OC)cc2)C(=O)c2ccco2)cc1,-1.8,-2,13,-21,-1.1,-3.8,-9,-11,1
O=C(c1cc2c(=O)n3ccccc3nc2s1)N1CCOCC1,0.77,nt,-1,-7,-1.4,-0.7,-145,-22,-52
CC1CCN(S(=O)(=O)c2ccc(C(=O)Nc3sccc3C(N)=O)cc2)CC1,0.032,1,1,-8,6.3,-3.6,-14,-2,7
Cc1ccc(-c2[nH]c3cc(C(N)=O)ccc3c(=O)c2O)cc1,0.71,2,11,-5,0.2,-0.4,1,0,4
CCn1c(SCC(=O)Nc2ccc(S(N)(=O)=O)cc2)nnc1-c1ccccc1OC,2.1,-1,1,0,0.0,0.0,-3,10,9
COc1ccc(CN(C(C)=O)c2ccccc2C(=O)O)cc1,-0.68,-1,13,1,0.8,1.8,0,1,4
COc1cc(-n2c(C)nc3cc(C(=O)N4CCOCC4)ccc32)cc(OC)c1OC,0.71,-3,0,2,1.5,-0.7,6,0,-2
Cc1ccc(CC(=O)N2CCOCC2)cc1,0.99,-12,-2,-4,-0.3,0.4,1,3,17
CCN1/C(=C/c2ccc3cc(C)cc(C)c3[n+]2CC)Sc2cc(C)ccc21,-0.66,nt,22,-3,3.3,-17,4,-1,7
OC(COc1ccc(CN2CCCCO2)cc1)CN1CCCCC1 (stereo not drawn),0.71,-37,-3,-5,-1.2,0.6,-9,-3,10
O=C(c1ccc(-n2cnnn2)cc1)N1CCOCC1,nt,8,0,-2,1.0,0.1,13,7,12
N#CCCn1c(=S)[nH]c2ccccc21,0.39,2,3,4,1.1,-0.6,-8,3,19
COCC(=O)NNS(=O)(=O)c1ccccc1[N+](=O)[O-],-0.28,9,-1,-6,-0.1,-0.2,-9,9,10
O=C1CSC(c2ccccn2)N1c1ccc(F)cc1F (stereo not drawn),0.6,26,4,-2,0.3,1.1,nt,0,7
C/C(=N/NC(=O)CSc1nc2ccccc2n1C)c1ccncc1,-0.27,nt,10,-7,1.6,0.6,-6,0,5
CC(=O)Nc1cccc(C(=O)/C=C/c2ccc(Br)cc2)c1,-2,3,3,-3,0.2,-6.5,-13,10,10
Cc1c(C)[n+](=O)c(-c2ccc(Br)cc2)c(C)n1[O-],0.34,-22,3,1,0.4,2.2,2,2,8
O=C1C2CC=CCC2C(=O)N1Cc1nnc(-c2ccccc2Br)o1 (stereo not drawn),-0.037,-4,-6,-2,-0.1,-9.1,3,-5,2
Cc1noc(C)c1S(=O)(=O)N(CCc1ccccc1)Cc1ccccc1,0.3,-2,-1,3,-0.1,0.5,6,-1,5

# No new results follow: entries from further up.
SMILES,Cl transport mod,Rad51 HR inh,Hck Nef HTS,thrombin 1536,L929 necroptosis,TNF death inh,hK5 inh,FXIa inh 1536,FXIIa inh 1536
O=C1CSC(c2ccccn2)N1c1ccc(F)cc1F (stereo not drawn),0.6,26,4,-2,0.3,1.1,nt,0,7
C/C(=N/NC(=O)CSc1nc2ccccc2n1C)c1ccncc1,-0.27,nt,10,-7,1.6,0.6,-6,0,5
CC(=O)Nc1cccc(C(=O)/C=C/c2ccc(Br)cc2)c1,-2,3,3,-3,0.2,-6.5,-13,10,10
Cc1c(C)[n+](=O)c(-c2ccc(Br)cc2)c(C)n1[O-],0.34,-22,3,1,0.4,2.2,2,2,8
O=C1C2CC=CCC2C(=O)N1Cc1nnc(-c2ccccc2Br)o1 (stereo not drawn),-0.037,-4,-6,-2,-0.1,-9.1,3,-5,2
Cc1noc(C)c1S(=O)(=O)N(CCc1ccccc1)Cc1ccccc1,0.3,-2,-1,3,-0.1,0.5,6,-1,5

# Continued:
SMILES,Cl transport mod,Rad51 HR inh,Hck Nef HTS,thrombin 1536,L929 necroptosis,TNF death inh,hK5 inh,FXIa inh 1536,FXIIa inh 1536
COc1cc(C(=O)NC2(C(F)(F)F)NC(=O)N(CCCc3ccccc3)C2=O)cc(OC)c1OC (stereo not drawn),-1,2,-1,-12,1.5,-1.4,-7,-6,-1
COc1ccc(C(=O)c2oc3nc(C)cc(C)c3c2N)cc1,0.08,7,11,-7,41,-0.5,-7,-7,0
CC(C)(C)NC(=S)NCc1ccncc1,nt,nt,-4,-4,-0.5,0.3,nt,-3,5
CCN1C2=C(C(=O)CCC2)C(c2ccc(O)c(Br)c2)C2=C1CCCC2=O,nt,-2,10,-6,-0.2,-3.6,-3,2,2
Cc1cc2c(n1-c1ccc(Br)cc1)CC(C)(C)CC2=O,-0.47,-7,99*,10,0.1,-1.0,26,4,9
COc1ccccc1NC(=O)C1=C(C)Nc2nc(-c3cccs3)nn2C1c1cccnc1 (stereo not drawn),nt,-4,0,6,0.0,-1.4,-22,24,27
CCOc1ccc(NC2=NCC(=O)N2Cc2cccs2)cc1,-1.1,3,2,1,0.1,-0.3,-5,1,12
O=C(C[n+]1ccc(C(=O)N/N=C/c2ccc(Cl)cc2Cl)cc1)c1ccccc1,-0.0041,-9,1,-4,2.0,-3.6,-7,-5,5
COc1ccc(F)cc1C(=O)C1CCCN(C(=O)CCc2ccccn2)C1 (stereo not drawn),-0.29,-2,16,-10,-0.1,-0.4,-1,-2,6
Nc1cc(=O)[nH]c(=O)n1Cc1ccco1,1.9,4,7,10,0.2,-0.7,2,33,30
O=C(CSc1nnc2ccccn12)NCCc1ccc(Cl)cc1,-0.061,-2,-25,-9,1.3,-0.2,-6,-7,nt
CCOC(=O)/C(C#N)=C\c1ccc(OC)c(OC)c1,0.078,-3,28,-8,2.1,1.4,-2,0,4
O=C(c1ccc(CNc2c(N3CCCC3)c(=O)c2=O)cc1)N1CC=C(c2ccccc2)CC1,-0.99,4,30,-2,1.2,-4.7,-1,-1,4
